# Screens from PubChem.
# HKDC1 inh = blocks human hexokinase HKDC1 activity; recombinant HKDC1, G6PDH/diaphorase resazurin coupled fluorescence; inhibition, % at 20 µM; 340,000 compounds, 0.16% hits;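 active = inhibition above about 35% when tested at 20 µM, limit read from the data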;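 note: plate controls were DMSO wells with enzyme for no effect and DMSO wells lacking enzyme for full effect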
#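 test system = in-house recombinant HK5 (HKDC1) enzyme | amount = HKDC1 at 5 µg/mL | control set = DMSO-enzyme wells negative, buffer-substituted wells positive | compound = one dose of 20 µM, 1% DMSO | schedule = reaction time 90 min, room temperature, protected from light | technique = resorufin fluorescence at 613 nm | reagent = glucose with 1 mM ATP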
# mIAP activ = increases mouse intestinal alkaline phosphatase activity; muIAP, CDP-Star luminescence, 30 min; active compounds read high; 1 = vehicle-only enzyme signal, 0 = enzyme-free wells; activation factor at 10 µM; 330,000 compounds, 0.24% hits;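 active = activation factor of at least 2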; note: the source names both 10 and 20 µM as test concentration; values of inactives mirror those of a sister screen read the other way
#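 also added = chemiluminescent substrate CDP-Star | test system = mouse IAP enzyme | signal = chemiluminescence readout | compound = DMSO-dissolved test compounds | incubation = 30 min at room temperature | benchmarks = DMSO wells, no-enzyme wells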
# hIAP inh = human IAP inhibition | P09923 | purified IAP, CDP-Star luminescence, 30 min | inhibition, % at 10 µM | 330,000 compounds, 0.12% hits | AID 2544;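 active = inhibition reaching a set limit with compound at 10 µM in the primary screen, cut at about 35% in these data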;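 note: plate controls were DMSO wells with enzyme for no effect and no-enzyme buffer wells for full effect; values of inactives mirror those of a sister screen read the other way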
# Target sequence (P09923 whole entry, looked up): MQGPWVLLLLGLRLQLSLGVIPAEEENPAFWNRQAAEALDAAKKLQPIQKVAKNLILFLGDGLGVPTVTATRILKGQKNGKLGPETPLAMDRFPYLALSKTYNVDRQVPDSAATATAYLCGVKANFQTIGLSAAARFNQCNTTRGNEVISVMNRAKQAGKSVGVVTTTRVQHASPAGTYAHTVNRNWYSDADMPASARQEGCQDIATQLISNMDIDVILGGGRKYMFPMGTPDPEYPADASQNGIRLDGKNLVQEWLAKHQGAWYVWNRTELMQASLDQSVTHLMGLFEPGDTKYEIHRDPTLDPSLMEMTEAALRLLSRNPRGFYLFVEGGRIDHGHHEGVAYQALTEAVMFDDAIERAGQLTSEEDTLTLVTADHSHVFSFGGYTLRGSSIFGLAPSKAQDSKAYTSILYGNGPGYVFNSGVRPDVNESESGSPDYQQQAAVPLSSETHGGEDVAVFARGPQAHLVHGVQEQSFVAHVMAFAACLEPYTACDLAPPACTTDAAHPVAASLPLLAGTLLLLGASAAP
# A3A deaminase = human APOBEC3A DNA deaminase inhibition; P31941; recombinant A3A, FAM/TAMRA ssDNA deamination fluorescence; inhibition, % at 20 µM; 330,000 compounds, 0.41% hits;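 active = at least 40% inhibition at 20 µM here, with at most 30% in a related deaminase screen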;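 note: plate controls were A3A with DMSO for no effect and wells lacking A3A enzyme for full effect; some results filed as inactive read as strong as hits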
# Target sequence (P31941 whole entry, looked up): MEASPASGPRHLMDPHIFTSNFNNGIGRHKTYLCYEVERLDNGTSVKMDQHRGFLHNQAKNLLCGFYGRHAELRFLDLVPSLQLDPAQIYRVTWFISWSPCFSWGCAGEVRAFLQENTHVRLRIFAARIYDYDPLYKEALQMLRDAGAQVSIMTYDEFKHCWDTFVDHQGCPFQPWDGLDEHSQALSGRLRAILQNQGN
# mIAP inh = mouse IAP inhibition; purified mouse IAP, CDP-Star luminescence, 30 min; inhibition, % at 10 µM; 330,000 compounds, 0.2% hits;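 active = inhibition of at least 40% at 10 µM in the primary screen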;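 note: plate controls were DMSO with enzyme for no effect and no enzyme wells for full effect; values of inactives mirror those of a sister screen read the other way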
# PfGluPho inh = PfG6PD (Plasmodium falciparum) enzyme inhibition; 350,000 compounds, 0.78% hits; inhibition, % at 20 µM; PfGluPho enzyme, NADPH resazurin-diaphorase fluorescence;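 active = inhibition reaching at least a set limit at 20 µM in the primary screen, cut at about 59% in these data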;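 note: 0% = DMSO wells with substrate and 100% = DMSO wells lacking glucose-6-phosphate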
# hIAP activ = increases human intestinal alkaline phosphatase activity; P09923; purified human IAP, CDP-Star luminescence, 30 min; active compounds read high; 1 = vehicle-only enzyme, 0 = enzyme-free background; activation factor at 10 µM; 330,000 compounds, 0.16% hits;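 active = activation factor of the enzyme at least 2-fold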; note: the source names both 10 and 20 µM as test concentration; values of inactives mirror those of a sister screen read the other way
# ATG4B inh = blocks human ATG4B protease cleavage of LC3 substrate; Q9Y4P1; ATG4B cleavage of LC3-PLA2, NBD-HPC fluorescence, 1 h; inhibition, % at 8.33 µM; 340,000 compounds, 0.51% hits; AID 504462; in the data active = inhibition above about 40%
# * marks the source's active call; other numbers are inactive results; · = no result given.
1. O=C(CNC(=O)c1cccs1)NCC(=O)OCc1ccc(F)cc1
2. Cc1cccn2c(=O)c3cc(C(=O)N4CC(C)CC(C)C4)sc3nc12 (stereo not given)
3. Cc1c(C(=O)OC(C)C(=O)N(C)Cc2ccccc2)oc2ccccc12 (stereo not given)
4. CC(C)S(=O)(=O)N1CCN(c2ccnc3cc(Cl)ccc23)CC1
5. CCN(CC)C(=O)[C@H]1C[C@H](CC(=O)NCCCN(C)C)C(=O)N2CCc3c([nH]c4cc(-c5ccco5)ccc34)[C@]12C
6. C#CCOCCOCCOCCNc1nc(N2CCOCC2)nc(N2CCN(C(=O)[C@H](CCC(=O)O)n3cc([C@@H](N)CCCCN)nn3)CC2)n1

Compound,1,2,3,4,5,6
HKDC1 inh,-5,6,0,7,-6,-5
mIAP activ,1.1,0.98,0.91,0.95,1,1.2
hIAP inh,-15,18,-2,-5,·,4
A3A deaminase,1,-3,-2,-2,2,-2
mIAP inh,-10,2,9,5,-5,-16
PfGluPho inh,-10,2,2,-14,14,5
hIAP activ,1.2,0.82,1,1,·,0.96
ATG4B inh,-3,-6,3,0,·,4

7. COc1cc(C(=O)O)ccc1Cl
8. Cc1ccc(S(=O)(=O)C(CNC(=O)C(C)C)c2cccs2)cc1 (stereo not given)
9. Nc1nc2ccccc2n1CCOc1ccc(Br)cc1
10. Cc1ccc2[nH]c(=O)c(C(c3nnnn3C3CCCC3)N3CCCc4ccccc43)cc2c1 (stereo not given)
11. COc1ccc(N2C(=O)CS/C2=C\[N+](=O)[O-])cc1
12. Cc1ccc(Nc2ncc3c(n2)CC(C)CC3=O)c(C)c1 (stereo not given)

Compound,7,8,9,10,11,12
HKDC1 inh,5,-3,4,22,-4,-5
mIAP activ,1,1,0.97,0.43,0.93,0.91
hIAP inh,-11,-4,14,12,-17,-26
A3A deaminase,7,-1,-9,-3,0,-1
mIAP inh,-4,-4,2,57*,7,9
PfGluPho inh,2,0,20,20,-1,-3
hIAP activ,1.1,1,0.86,0.88,1.2,1.3
ATG4B inh,2,-7,-7,1,-2,1

13. CC(NCc1cccs1)c1ccccc1 (stereo not given)
14. COc1cc(Cl)c(S(=O)(=O)N2CCN(Cc3ccc4c(c3)OCO4)CC2)cc1Cl
15. CN(CC(=O)Nc1cc([N+](=O)[O-])ccc1Cl)Cc1ccc(Br)cc1
16. O=C(COC(=O)C1COc2ccccc2O1)Nc1cccc(S(=O)(=O)N2CCCCC2)c1 (stereo not given)
17. Oc1ccc(C2N=C(c3ccccc3)NC(c3ccccc3)=N2)cc1
18. CCOc1ccc(Cl)cc1S(=O)(=O)NC1CCCC1

Compound,13,14,15,16,17,18
HKDC1 inh,-7,-3,1,-1,-7,-2
mIAP activ,0.92,1.1,0.91,1,0.94,1
hIAP inh,6,5,-2,6,-27,-25
A3A deaminase,-4,-2,3,5,2,-2
mIAP inh,8,-7,9,0,6,-2
PfGluPho inh,-5,18,9,-8,-12,7
hIAP activ,0.94,0.95,1,0.94,1.3,1.2
ATG4B inh,7,-4,2,-5,-5,-3

19. CN=c1sc(C(=O)Nc2ccccc2)c(C)n1C
20. CNCC(O)CN(c1ccccc1)c1ccccc1 (stereo not given)
21. COc1ccc(/C=C(/NC(=O)c2ccco2)C(=O)N2CCOCC2)cc1
22. CC(C)N=Cc1c(O)[nH]c2ccccc12
23. CCCc1ccc(OCc2ccc(C(=O)N3CCN(c4ccccn4)CC3)o2)c(OC)c1
24. CSc1ccccc1NC(=O)c1ccccc1

Compound,19,20,21,22,23,24
HKDC1 inh,-10,-6,-2,-10,8,-12
mIAP activ,0.95,0.94,1.1,0.98,0.95,1.1
hIAP inh,-1,0,-2,23,-12,-8
A3A deaminase,-4,-1,1,-5,5,3
mIAP inh,5,6,-6,2,5,-7
PfGluPho inh,1,-7,-9,13,7,-8
hIAP activ,1,1,1,0.77,1.1,1.1
ATG4B inh,14,-5,-4,-1,12,-6

25. NC(=O)c1ncc(C(F)(F)F)cc1Oc1ccc(C(F)(F)F)cc1
26. O=C(N/N=C/c1c(F)cccc1Cl)C(=O)N1CCCCCC1
27. Nc1nc2ncc(C(=O)c3cc(Cl)cc(Cl)c3O)cc2s1
28. c1ccc(C2=NCCCN2)cc1
29. COc1ccc(-c2cc(C(F)(F)F)nc(SCCC(=O)Nc3cc(C)on3)n2)cc1
30. CCOC(=O)CNC(=O)C1CCCN(c2ncccn2)C1 (stereo not given)

Compound,25,26,27,28,29,30
HKDC1 inh,-2,-2,1,7,-7,-7
mIAP activ,1,0.95,0.94,1,0.86,0.97
hIAP inh,-5,12,-8,-3,-6,-48
A3A deaminase,5,-8,6,0,0,-9
mIAP inh,-4,5,6,-2,14,3
PfGluPho inh,-3,-1,17,7,5,5
hIAP activ,1.1,0.88,1.1,1,1.1,1.5
ATG4B inh,-5,2,8,-14,-9,-8

# Six entries drawn at random from those above, as already listed:
28. c1ccc(C2=NCCCN2)cc1
25. NC(=O)c1ncc(C(F)(F)F)cc1Oc1ccc(C(F)(F)F)cc1
29. COc1ccc(-c2cc(C(F)(F)F)nc(SCCC(=O)Nc3cc(C)on3)n2)cc1
27. Nc1nc2ncc(C(=O)c3cc(Cl)cc(Cl)c3O)cc2s1
30. CCOC(=O)CNC(=O)C1CCCN(c2ncccn2)C1 (stereo not given)
26. O=C(N/N=C/c1c(F)cccc1Cl)C(=O)N1CCCCCC1

Compound,28,25,29,27,30,26
HKDC1 inh,7,-2,-7,1,-7,-2
mIAP activ,1,1,0.86,0.94,0.97,0.95
hIAP inh,-3,-5,-6,-8,-48,12
A3A deaminase,0,5,0,6,-9,-8
mIAP inh,-2,-4,14,6,3,5
PfGluPho inh,7,-3,5,17,5,-1
hIAP activ,1,1.1,1.1,1.1,1.5,0.88
ATG4B inh,-14,-5,-9,8,-8,2

# Continued.
31. O=C(CN1C(=O)c2cccc3cccc(c23)C1=O)N1CCN(c2ccccn2)CC1
32. CCCn1c(N)c(C(=O)CSc2nc(C)cs2)c(=O)[nH]c1=O
33. O=C(/C=C/c1ccc(OC2CSC2)cc1)c1ccc(Cl)cc1
34. Cc1ccc(N(CC(=O)NCc2ccc(F)cc2)S(=O)(=O)c2c(C)nn(C)c2C)cc1
35. COC(=O)C(C)N(C#N)c1nc(C)nc(C)n1 (stereo not given)
36. CCOc1ccc(C(=O)NCC(=O)OCC(=O)N2CCCC2)cc1

Compound,31,32,33,34,35,36
HKDC1 inh,-4,-4,2,4,-7,-2
mIAP activ,0.91,0.9,0.97,0.98,0.94,1.1
hIAP inh,-10,-1,19,-18,16,-3
A3A deaminase,-2,-3,6,2,4,-6
mIAP inh,9,10,3,2,6,-8
PfGluPho inh,-1,13,9,-7,1,-10
hIAP activ,1.1,1,0.81,1.2,0.84,1
ATG4B inh,1,0,-3,7,-3,0

37. CCN(CC)C(=O)CSc1nnc(-c2ccc(F)cc2)n1N
38. COc1cc(NC(=O)Cn2nc(C(F)(F)F)c(Br)c2C)cc([N+](=O)[O-])c1
39. O=C(CSCc1ccccc1)N1CCN(c2cccc(C(F)(F)F)c2)CC1
40. C=CCNC(=S)NNc1ncnc2sc3c(c12)CC(C)(C)OC3
41. CCOC(=O)N1CCN(C(=O)CSC2=NS(=O)(=O)c3cc(F)ccc3N2)CC1
42. O=C(Cc1cccs1)N(CC1CCCO1)C1(C(=O)NC2CCCC2)CCCCC1 (stereo not given)

Compound,37,38,39,40,41,42
HKDC1 inh,-5,0,-2,-1,5,-2
mIAP activ,1.1,0.91,1,0.84,0.9,1.2
hIAP inh,-19,4,10,-37,8,-18
A3A deaminase,1,-2,-5,-3,-6,3
mIAP inh,-12,9,-2,16,10,-17
PfGluPho inh,0,9,-1,30,1,3
hIAP activ,1.2,0.96,0.9,1.4,0.92,1.2
ATG4B inh,-4,40,4,4,4,-7

43. O=C(CC(CC(=O)c1ccc(Br)cc1)c1cccnc1)c1ccc(Br)cc1
44. Cn1c(=O)cc(-c2ccccc2)c2ccccc21
45. CN1CCN(c2cc(N3CCN(C(=O)c4ccco4)CC3)c3c4c(onc24)-c2ccccc2C3=O)CC1
46. Cc1cc(C)nc(-n2ncc(C#N)c2N)n1
47. CCSc1nnc(NC(=O)Cc2cc(OC)c(OC)c(OC)c2)s1
48. Cc1ccc2nc3c(cc(C(=O)NCCc4ccccc4)c(=N)n3CCCN3CCOCC3)c(=O)n2c1

Compound,43,44,45,46,47,48
HKDC1 inh,-7,11,21,0,-3,-6
mIAP activ,0.87,0.85,0.83,0.92,1,0.97
hIAP inh,-1,-10,42*,-95,0,8
A3A deaminase,6,14,9,-1,0,0
mIAP inh,13,15,17,8,-4,3
PfGluPho inh,7,-2,74*,16,-15,-9
hIAP activ,1,1.1,0.57,1.9,1,0.92
ATG4B inh,6,2,11,3,0,8

49. Cc1nn(-c2ccccc2)c(C)c1/C=N/NC(=O)CSc1nnc(SCc2ccccc2Cl)s1
50. COc1ccc(-c2cc(=O)oc3c(O)c(O)ccc23)cc1
51. CSc1nc(SCC(=O)NC(c2ccccc2)c2ccccc2)c2c3c(sc2n1)CN(C)CC3
52. COc1ccc(NC(=O)/C(=C\c2ccc(OC)c(OC)c2)NC(=O)c2ccco2)cc1
53. Cc1[nH]nc2c1C(CCc1ccccc1)C(C#N)=C(N)O2 (stereo not given)
54. O=C(c1ccc(C(F)(F)F)cc1)C1CCCN(Cc2cccn2-c2ncccn2)C1 (stereo not given)

Compound,49,50,51,52,53,54
HKDC1 inh,1,18,4,2,-2,-7
mIAP activ,0.92,0.75,0.94,0.91,0.98,0.93
hIAP inh,8,29,2,-16,-9,14
A3A deaminase,-5,-2,9,-5,-3,-1
mIAP inh,8,25,6,9,2,7
PfGluPho inh,-1,-2,2,-8,-12,2
hIAP activ,0.93,0.71,0.97,1.2,1.1,0.86
ATG4B inh,34,-4,2,-10,-8,-21

55. CCCCN([C@H](CO)C(C)C)S(=O)(=O)c1ccccc1Br
56. Cc1cccn2c(=O)c(/C=N/O)c(NCc3ccccc3)nc12
57. O=S(N1CCc2ccccc21)C12CC3CC(CC(C3)C1)C2 (stereo not given)
58. N#Cc1cn(OCc2ccccc2)c(=O)[nH]c1=O
59. O=C(CSc1nnc(-c2ccco2)n1Cc1ccccc1)NC(=O)NCc1ccccc1
60. CCCCN(C(=O)NC(=O)Nc1ccccc1C)S(C)(=O)=O

Compound,55,56,57,58,59,60
HKDC1 inh,4,-4,-1,-5,4,2
mIAP activ,0.98,0.93,1,0.98,1.1,1.1
hIAP inh,·,21,-15,10,11,-8
A3A deaminase,5,2,0,-1,7,3
mIAP inh,2,7,-3,2,-8,-15
PfGluPho inh,-2,6,-9,-18,4,7
hIAP activ,·,0.79,1.2,0.9,0.89,1.1
ATG4B inh,0,-4,7,2,0,-12

61. COc1cc(/C=C/C(=O)NCCn2c(C)cc3ccccc32)cc(OC)c1OC
62. CCOC(=O)c1oc2ccccc2c1NC(=O)C(C)(C)C
63. CCNc1nc(=S)nc(NC(C)C)[nH]1
64. Cc1ccc(OCc2cc(C(=O)NCC(C)(C)N3CCOCC3)no2)cc1C
65. Cc1cccc(C(=O)O)c1NC(=O)Cc1cccc2ccccc12
66. O=C(Nc1ccsc1C(=O)N1CCCCCC1)c1ccccc1
67. CC(C)(C)c1ccc(C(=O)N2CCN(C(=O)c3cccs3)CC2)cc1

Compound,61,62,63,64,65,66,67
HKDC1 inh,2,-5,-13,2,4,-5,-2
mIAP activ,1.1,1.2,0.91,1.1,0.95,1,1
hIAP inh,-2,0,5,-16,-6,-6,-7
A3A deaminase,1,-5,-3,-5,-6,2,0
mIAP inh,-13,-15,9,-6,5,-5,0
PfGluPho inh,12,5,-1,2,-28,-11,4
hIAP activ,1,1,0.95,1.2,1.1,1.1,1.1
ATG4B inh,-13,-15,3,30,0,6,-8
